# VEEV TC-83 Vero – inhibitors of VEEV TC-83 cytopathic effect, confirmation, Vero cells (AID 588727); inhibition, % at 20 µM; hits with a dose series show IC50 in µM; Vero cells, VEEV TC-83 cytopathic effect inhibition; higher % means a stronger effect; 0.13% of 350,000 active; in the data active means a potency from the dose series; inconclusive means inhibition mostly from about 14% at the one dose, without a potency; inactive means the rest, 99 in 100 with inhibition below about 12%; further: strong numbers were not always called active
# M. tuberculosis HTS – M. tuberculosis growth inhibition, HTS (AID 449762). M. tuberculosis H37Rv growth inhibition, 7H9 media; higher % means a stronger effect. inhibition, % at 25 µM; hits with a dose series show IC50 in µM. 0.59% of 330,000 active; in the data active means a potency from the dose series; inconclusive means inhibition above about 70% without an active follow-up result;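 further: bacterial growth assessed after seven days of incubation; strong numbers were not always called active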
# Salmonella PhoP GFP – PhoP regulon inhibitors, Salmonella typhi PhoP promoter GFP reporter, confirmatory (AID 1850); Salmonella Typhi PhoP-promoter GFP reporter, fluorescence, 4 h; higher % means a stronger effect; one-dose inhibition, % at 50 µM; IC50 in µM for titrated hits; 0.33% of 310,000 active; in the data active means a potency from the dose series; inconclusive means inhibition mostly from about 25% at the one dose, without a potency; inactive means the rest, 99 in 100 with inhibition below about 19%;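 further: 0% = induced wells with vehicle and 100% = uninduced wells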
# M. tuberculosis – growth inhibition of non-replicating M. tuberculosis (AID 488890); Mycobacterium tuberculosis non-replicating, growth inhibition; higher % means a stronger effect; one-dose inhibition, % at 25 µM; IC50 in µM for titrated hits; 0.39% of 320,000 active; in the data active means a potency from the dose series; inconclusive means inhibition mostly from about 82% at the one dose, without a potency; inactive means the rest, 99 in 100 with inhibition below about 76%;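 further: plate controls were DMSO cells for no effect and high antibiotic wells for full effect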
# H1N1 NS1A inhibition – NS1A inhibition, H1N1 influenza, cell based functional assay (AID 504329); NS1A functional cell-based assay, percent inhibition; higher % means a stronger effect; inhibition, % at 12.5 µM; hits with a dose series show IC50 in µM; 0.3% of 340,000 active; in the data active means a potency from the dose series; inconclusive means inhibition above about 27% without an active follow-up result; further: strong numbers were not always called active
# VEEV TC-83 Vero 10K pilot screen – recorded beside VEEV TC-83 Vero, whose call it bears; inhibition, %; measured here: 10K pilot screen inhibition
# Numbers without * were called inactive; i = inactive; ? = inconclusive; . = not tested or not shown. Rows are unselected; any-hit rate near 1.4%.
SMILES,VEEV TC-83 Vero,M. tuberculosis HTS,Salmonella PhoP GFP,M. tuberculosis,H1N1 NS1A inhibition,others
Cc1cc2ccccc2cc1CN1CCCCC1,0.1%,12%,2%,2%,5%,
O=[N+]([O-])c1cccc(/C=N/n2cnnc2)c1,0.1%,-4%,3%,8%,-5%,
O=c1[nH]c2ccccc2c(=O)n1Cc1ccco1,0.3%,0%,-10%,5%,2%,VEEV TC-83 Vero 10K pilot screen=1.6
O=C(COc1ccccc1Cl)NCC(c1cccs1)N1CCOCC1 (configuration not stated),7.2%,-7%,-4%,1%,-7%,
COc1ccc(Cn2c(CCC(=O)N3CCN(c4ccccn4)CC3)nc3ncccc3c2=O)cc1,2.6%,.,-7%,.,-1%,VEEV TC-83 Vero 10K pilot screen=0.8
Cc1nc2cc(-c3cccc(F)c3)nn2c(C)c1CCC(=O)NC(C)c1ccc2c(c1)OCCO2 (configuration not stated),7.1%,-1%,-9%,.,8%,
CC(C)CNc1cc(=O)n(C)c(=O)n1C,0.8%,-6%,-9%,0%,-5%,
COc1cc(C(=O)Nc2cccc(-c3nc4ccccc4o3)c2C)cc(OC)c1OC,1.7%,.,.,.,-2%,
O=C(NCCOc1ccccc1F)C1CC(=O)N(c2ccc3c(c2)OCCO3)C1 (configuration not stated),1.3%,2%,.,14%,-6%,
CCc1ccc(C(=O)NNC(=O)c2cccc(S(=O)(=O)N3CCN(C)CC3)c2)cc1,2.4%,.,.,.,-11%,
Cc1cc(NC(=O)CSc2nnc(Cc3ccccc3)n2C)no1,1.6%,-7%,1%,-12%,1%,
CC(C)Oc1ccc(/C=C(\NC(=O)/C=C/c2ccco2)C(=O)NCCc2nc3ccccc3[nH]2)cc1,7.8%,?,-5%,35%,0%,
O=C(N/N=C\c1ccc([N+](=O)[O-])s1)C1COc2ccccc2O1 (configuration not stated),3.1%,?,-2%,4.9µM*,-2%,
CC(C)OC(=O)CC1C(=O)NCCN1C(=S)NC(=O)c1ccccc1Cl (configuration not stated),0.3%,2%,-3%,-15%,0%,
CCn1c(SC)nnc1-c1nn(-c2ccccc2)ccc1=O,0.6%,3%,6%,11%,5%,
O=C(Nc1ccc(N2CCN(C(=O)c3ccc(Cl)cc3)CC2)cc1)c1ccc(Br)o1,7.8%,?,-4%,-9%,13%,
Cc1cc(NC(=O)CSc2nnc(-c3ccncc3)n2N)ccc1Br,i,68%,11%,10%,7%,
Cn1cc(C=O)c(-c2ccc3c(c2)OCCCO3)n1,0.2%,-7%,-24%,13%,5%,
CCN(CC)C(=O)[C@H]1CC(CC(=O)NCc2ccc(OC)c(OC)c2)C(=O)N2CCc3c([nH]c4ccccc34)[C@]12C (some centres not stated),i,-1%,.,40%,-2%,
S=C(S)N1CCCC1,i,-8%,-10%,2%,-14%,
CC1CCN(C(=O)c2ccc(S(=O)(=O)Cc3cccc(F)c3)c([N+](=O)[O-])c2)CC1,i,-1%,-6%,29%,-3%,
CCCC(=O)N1CCN(c2ccc(NC(=O)C(C)(C)C)cc2Cl)CC1,1.1%,20%,8%,23%,-3%,
C(=N\NC1=NCCN1)/c1ccncc1,0.1%,-6%,1%,-7%,-4%,
O=C1C(=O)N(CCCO)C(c2ccccc2)/C1=C(\O)c1ccc(Br)cc1 (configuration not stated),2.9%,-2%,2%,-13%,-2%,
O=C(Nc1c[nH]c2c(Cl)cccc2c1=O)N1CCN(c2ccccn2)CC1,11%,7%,-3%,-6%,2%,
Cc1c(C(=O)O)c(-c2ccccc2)nn1-c1ccccc1,0.6%,-6%,24%,-6%,-6%,
COc1cc(/C=C2/SC(=S)N(c3c(C)n(C)n(-c4ccccc4)c3=O)C2=O)ccc1O,6.1%,-4%,4%,-6%,11%,
CCCN[C@@H]1C(=O)N2C(C(=O)OCCC)=C(C)CS[C@H]12,0.2%,-6%,0%,13%,-15%,
CN(CC(=O)NC1CCCC1)S(=O)(=O)c1cccc(Cl)c1,2.4%,0%,.,-11%,4%,
Cc1ccc(COC(=O)c2cccc(S(=O)(=O)N3CCCCCC3)c2)cc1,i,0%,.,41%,-14%,
COc1ccc(-n2cnc3c(cnn3CCC#N)c2=N)cc1,1.7%,-7%,5%,-1%,4%,
CCOc1cc2[nH]c(=O)n(CCC(=O)NCc3ccc(OC)cc3)c(=O)c2cc1OCC,4.4%,1%,-5%,1%,4%,
COc1cc(C(=O)NCCC(C)C)ccc1OCc1ccc(Cl)cc1Cl,3.9%,?,-6%,32%,-4%,
CCc1ccc(C2CC(c3ccc(Cl)cc3)=NNC2=O)cc1 (configuration not stated),2.7%,14%,1%,28%,-3%,
Cc1c(NC(=O)Nc2ccc(Cl)c(Cl)c2)c(=O)n(-c2ccccc2)n1C,4.4%,-7%,4%,3%,5%,
CCOc1ccc(S(=O)(=O)NCCSc2ccccc2)cc1,i,19%,16%,35%,-4%,
CC(C)NC(=O)c1ccc2c(c1)N(CC(=O)NC1CCCCC1)C(=O)C(C)(C)O2,0.1%,.,.,.,8%,
COc1ccc(/C=C2\SC(=O)N(CCNC(=O)CN3C(=O)NC4(CCCC4)C3=O)C2=O)cc1,6.7%,-2%,-6%,31%,-4%,
Cc1cc(NS(=O)(=O)c2c(C(=O)N3CCOCC3)c(C)n(C)c2C)ccc1Br,i,-8%,-8%,8%,-8%,
CC1CC(C)(C)N(C(=O)CN2C(=O)CCC2=O)c2ccccc21 (configuration not stated),1.9%,0%,6%,1%,-5%,
CC12CN3CC(c4ccccc4)(CN(C1)C31CCCCC1)C2=O,0.5%,-8%,-5%,-7%,-1%,
O=C1c2ccccc2NC(c2ccc(F)cc2)N1Cc1ccco1 (configuration not stated),6.7%,-4%,-5%,19%,-3%,
Cc1ccc(S(=O)(=O)Nc2ncccn2)cc1,0.8%,9%,-7%,-9%,-2%,
F[B-](F)(F)c1cnc2ccccc2c1,0.3%,.,.,.,-8%,
O=C(N/N=C/c1cccc(Br)c1)c1ccc(Cn2cc(Br)cn2)o1,6.5%,41%,-2%,51%,0%,
C/C(NC(=O)c1ccccc1)=C1/C(=O)CC2C1C2(C)C (configuration not stated),5.5%,-2%,-2%,34%,-3%,
COc1ccccc1N1CCN(C(=O)c2oc3ccc(Br)cc3c2C)CC1,8.9%,-1%,4%,21%,-6%,
COc1ccc(-n2nc(C(=O)Nc3ccc4c(c3)OCO4)c3c4ccccc4n(C)c3c2=O)cc1,4.2%,-9%,-11%,.,1%,
CCOc1ccccc1N1CC(C(=O)Nc2ccccc2CC)CC1=O (configuration not stated),0.2%,-7%,2%,2%,10%,
CN1C=CC=C/C1=C(\C#N)c1nc2ccccc2[nH]1,0.5%,0%,-1%,-6%,-5%,
Cc1ccc(C(=O)OCC(=O)Nc2ccc3[nH]c(=O)[nH]c3c2)o1,0.9%,9%,7%,24%,-2%,
CC(C)C[C@H]1CN=C(Nc2ccccc2)N1CC1CCCC1,i,3%,-2%,11%,-8%,
COc1ccc2nc(NC(=O)CSc3nc4cccnc4n3C)sc2c1,12%,2%,8%,4%,9%,
Cc1cc(C)n(C(=O)CNC(=O)c2cccc(F)c2)n1,2.1%,.,.,.,-5%,
COc1ccc(CC(=O)NNC(=O)c2c(-c3ccccc3Cl)noc2C)cc1OC,3.9%,8%,3%,-3%,-23%,
O=C(OCC(=O)N1CCOCC1)c1ccccc1OCc1ccccc1Cl,3.6%,3%,.,.,2%,
Cc1ccc(O)c(-c2cc(C(F)(F)C(F)F)[nH]n2)c1,7.4%,7%,-3%,17%,8%,
COc1cccc(CN2CC(C(=O)N3CCOCC3)CCC2=O)c1 (configuration not stated),1.7%,-5%,2%,5%,7%,
COc1ccc(S(=O)(=O)N(C)CC(=O)Nc2ccc3c(c2)OCCO3)cc1OC,i,-2%,0%,-4%,1%,VEEV TC-83 Vero 10K pilot screen=1.1
COc1ccc(/C=C2/SC(=S)N(CCC(=O)N3CCN(C)CC3)C2=O)cc1,5.8%,-5%,4%,54%,-3%,

# (list continues)
SMILES,VEEV TC-83 Vero,M. tuberculosis HTS,Salmonella PhoP GFP,M. tuberculosis,H1N1 NS1A inhibition,others
O=C(Cc1ccccc1[N+](=O)[O-])Nc1cccc(S(=O)(=O)NC2=NCCCCC2)c1,0.8%,-2%,-3%,-9%,-15%,
CC1(C)NC(=O)N(CC(O)CN(c2ccccc2)S(=O)(=O)c2ccccc2[N+](=O)[O-])C1=O (configuration not stated),i,-4%,8%,9%,9%,
CCCCNc1c(-c2ccc(-c3ccc(OC)cc3)c(OC)c2)nc2ccccn12,22%,?,.,25%,-6%,
COc1ccc(C(=O)Nc2c(N)nc(SCC(=O)Nc3ccc(NC(C)=O)cc3)[nH]c2=O)cc1,1.5%,9%,-1%,15%,8%,
COc1ccc(C(=O)Oc2c(CN3CCOCC3)cc(Cl)c3cccnc23)cc1,2.2%,?,2%,?,6%,
CC(=O)c1ccc(Cc2ccccc2)cc1,1.6%,8%,-4%,69%,-14%,VEEV TC-83 Vero 10K pilot screen=1.6
C[C@H](CO)N1C[C@H](C)[C@@H](CN(C)C(=O)Nc2ccc3c(c2)OCO3)Oc2ccc(NC(=O)CCN3CCOCC3)cc2C1=O,i,4%,.,-4%,7%,
Cc1ccc(C(=O)N2CCn3c(C)ccc3C2C)cc1 (configuration not stated),i,-6%,-5%,11%,-2%,
CC1CCCC(NC(=O)c2ccncc2)C1C (configuration not stated),i,0%,-3%,58%,-2%,
O=C(NNS(=O)(=O)c1ccccc1[N+](=O)[O-])c1cccc([N+](=O)[O-])c1,i,-1%,-5%,6%,-1%,
Cc1noc(C)c1C(=O)N1CCCC(N2CCN(c3cccc(C(F)(F)F)c3)CC2)C1 (configuration not stated),1.4%,-5%,-9%,3%,-10%,
Cc1ccc(C(=O)COC(=O)C(C)N2C(=O)C3C4C=CC(C4)C3C2=O)cc1 (configuration not stated),0.8%,-1%,-8%,-22%,-6%,
COc1cc(/C=C/c2nc3ccccc3s2)cc(OC)c1O,5.1%,?,0%,-1%,-7%,
O=C(CNC(=O)c1ccc(Cl)cc1)NNC(=O)c1ccc(Br)cc1,7.4%,-7%,.,8%,-15%,
CCCNC1(C(N)=O)CCN(Cc2ccccc2)CC1,0.6%,.,.,.,-9%,

# Screening data as filed in PubChem BioAssay.
